# UBC13 inh: human UBC13 polyubiquitination inhibition; P61088; UBC13 polyubiquitin chain formation, TR-FRET; inhibition, % at 20 µM; 330,000 tested, 0.47% active; AID 485273; in the data active means inhibition above about 45%, passing the limit was not always enough
# Target sequence (P61088 whole entry, looked up): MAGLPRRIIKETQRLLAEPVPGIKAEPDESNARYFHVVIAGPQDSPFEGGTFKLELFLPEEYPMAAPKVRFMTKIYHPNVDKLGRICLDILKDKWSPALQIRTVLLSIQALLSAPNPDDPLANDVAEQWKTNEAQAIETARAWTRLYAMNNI
# Jurkat NFkB inh: inhibitors of the PMA/ionomycin-induced NF-kB reporter in Jurkat cells | PMA/ionomycin-induced NF-kB luciferase reporter, luminescence | inhibition, % at 4 µM | 330,000 tested, 0.53% active | AID 435003
# HKDC1 inh: blocks human hexokinase HKDC1 activity; recombinant HKDC1, G6PDH/diaphorase resazurin coupled fluorescence; Q2TB90; AID 493160; inhibition, % at 20 µM; 340,000 tested, 0.16% active;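 active means inhibition above about 35% when tested at 20 µM, limit read from the data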;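 further: plate controls were DMSO wells with enzyme for no effect and DMSO wells lacking enzyme for full effect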
#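 Test system: recombinant HKDC1 (HK5) hexokinase enzyme, produced in-house / Doses: 20 µM test compound, 1% DMSO / Timing: 90 min, room temperature / Detection: G6PDH/diaphorase-coupled fluorescence, 1 mM NADP, 100 µM resazurin, 525/613 nm / Control set: DMSO wells with and without enzyme mix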
# 697 NFkB inh: inhibitors of the PMA/ionomycin-induced NF-kB reporter in 697 B cells; 330,000 tested, 0.33% active; inhibition, % at 4 µM; 697 B-cell NF-kB luciferase reporter, 16 h; in the data active means inhibition above about 35%
# SENP8 inh: inhibitors of human SENP8 protease. Q96LD8. purified SENP8, Z-RLRGG-aminoluciferin cleavage, luminescence. inhibition, % at 10 µM. 330,000 tested, 1.2% active. AID 2540
# Target sequence (Q96LD8 whole entry, looked up): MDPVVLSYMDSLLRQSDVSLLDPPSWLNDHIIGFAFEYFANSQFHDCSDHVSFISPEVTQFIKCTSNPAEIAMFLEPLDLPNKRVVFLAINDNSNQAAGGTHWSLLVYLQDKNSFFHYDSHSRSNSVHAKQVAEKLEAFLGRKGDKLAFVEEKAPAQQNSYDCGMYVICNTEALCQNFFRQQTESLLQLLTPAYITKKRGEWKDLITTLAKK
# Apaf-1 inh: human Apaf-1 inhibition; AID 489030; reconstituted apoptosome caspase-3 activity, DEVD-Rh110 fluorescence; 330,000 tested, 0.71% active; inhibition, % at 20 µM; active means inhibition of at least 40% at 20 µM;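 further: plate controls were DMSO wells for no effect and DEVD-CHO caspase inhibitor wells for full effect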
#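 Material: reconstituted apoptosome with Apaf-1, cytochrome c, caspase-9, procaspase-3, dATP; medium: pH 7.5 Hepes buffer with CHAPS, BSA, DTT; also added: cytochrome c and DEVD-Rh110 substrate; timing: 30 min plus 50 min, RT; signal: Rh110 fluorescence intensity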
# Gli-Sufu antag: antagonists of Gli-Sufu signaling; 340,000 tested, 0.74% active; Sufu-KO-LIGHT fibroblasts, Gli luciferase reporter luminescence; inhibition, % at 5 µM;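 active means inhibition above about 55%, limit read from the data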;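 further: 0% = DMSO-treated cells and 100% = wells with medium but no cells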
# SENP7 block: blocks the human protease SENP7. AID 434973. 330,000 tested, 1.5% active. inhibition, % at 5 µM. recombinant SENP7, Z-RLRGG-aminoluciferin luminescence, 40 min. Q9BQF6;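 active means inhibition above about 50% at the single test dose, limit read from the data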;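 further: plate controls were DMSO with enzyme for no effect and no enzyme buffer wells for full effect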
# Target sequence (Q9BQF6 706-1050 limits assumed): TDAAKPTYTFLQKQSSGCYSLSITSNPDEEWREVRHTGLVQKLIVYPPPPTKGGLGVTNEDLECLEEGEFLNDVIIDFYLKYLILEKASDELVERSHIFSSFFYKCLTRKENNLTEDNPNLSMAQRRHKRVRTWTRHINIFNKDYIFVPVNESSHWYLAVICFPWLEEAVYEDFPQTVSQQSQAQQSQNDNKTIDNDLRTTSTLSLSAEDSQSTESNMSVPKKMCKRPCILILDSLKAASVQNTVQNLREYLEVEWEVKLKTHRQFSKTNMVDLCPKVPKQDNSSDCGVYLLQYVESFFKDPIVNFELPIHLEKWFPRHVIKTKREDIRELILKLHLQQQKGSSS
# * marks the source's active call; other numbers are inactive results; . = not tested or not shown. Unless noted, no stated cut-off is given here; in the data, active means inhibition above about 50%; inactive means the rest.
SMILES,UBC13 inh,Jurkat NFkB inh,HKDC1 inh,697 NFkB inh,SENP8 inh,Apaf-1 inh,Gli-Sufu antag,SENP7 block
COc1ccc(-n2ncc3c2CC(C)(C)CC3NC(=O)C2CCN(C(C)=O)CC2)cc1 (centres undefined),-4.2,-16.4,-1.5,-21.1,-6.2,-3.6,38.9,-0.8
O=C(/C=C/c1ccccc1)NCCN1CCOCC1,9.7,-6.1,-10.7,23.1,-1.1,-0.8,-6.5,-1.0
CCOc1ccc(/C=N/NS(=O)(=O)c2ccc(C)cc2)cc1OC,-8.4,-10.5,-5.3,-7.0,0.7,1.4,5.5,-3.2
COC(=O)c1ccc2c(=O)n(NC(=O)C(c3ccccc3)c3ccccc3)c(=S)[nH]c2c1,-5.6,8.8,-10.4,-6.6,-7.3,4.3,1.0,-10.8
CCOC(=O)N1CCN(C(=O)Nc2ccc(Cl)cc2)CC1,-5.2,-6.0,2.7,-38.7,6.5,6.7,-2.5,1.1
CN(NC(N)=O)c1ncc(C(F)(F)F)cc1Cl,0.3,9.4,-1.4,1.3,7.5,-4.7,7.2,4.2
CC(C)(C)C(=O)C(Cc1ccccc1)n1cncn1 (centres undefined),1.9,-3.7,4.2,10.4,-0.3,-5.2,0.1,-6.0
Cc1ccc(C(=O)Nc2ncc(Cc3ccccc3)s2)o1,6.3,-96.8,5.0,-16.7,51.2*,7.0,-68.6,62.8*
O=S(=O)(NN1CCOCC1)c1ccc(Cl)s1,-9.9,-7.8,-4.6,6.9,-9.2,-0.9,-4.1,-2.9
Cc1cc(C)c2oc(C(=O)N3CCN(Cc4ccccc4)CC3)cc(=O)c2c1,4.2,-12.4,3.4,-14.4,10.1,7.0,8.2,-2.1
Cc1nn(CCC#N)c2nc(C(F)(F)F)[nH]c(=O)c12,-2.4,4.2,-5.1,9.0,1.0,12.1,3.9,2.8
COc1ccc(S(=O)(=O)Nc2nccs2)cc1OC,14.4,9.9,-4.1,19.6,1.0,-4.6,21.6,5.5
O=C(Cc1ccccc1[N+](=O)[O-])N1CCN(c2ccccc2F)CC1,-12.5,1.9,-10.6,-6.6,-9.4,4.6,-9.9,-0.2
COC(=O)c1cccc(NC(=O)Cc2nc(-c3ccccc3)sc2-c2ccc(C)cc2)c1,-2.1,9.5,-6.9,4.1,7.1,1.4,6.2,7.1
COc1cc(NS(=O)(=O)c2cc(C(=O)N3CCN(C(C)=O)CC3)ccc2OC)cc(OC)c1,9.0,1.5,-11.8,8.5,0.7,-5.8,-4.5,-1.8
COc1ccc(CNC(=O)N2CCc3ccccc3C2)cc1,1.6,-12.4,-2.5,-3.1,-4.2,-1.0,-15.7,-7.5
COc1ccc(NC(=O)c2ccccn2)cc1,0.6,-42.5,-4.4,-102.2,80.6*,2.2,-37.0,91.2*
Cc1ccccc1CN1CCN(C(C)C(=O)NCc2ccccc2)CC1 (centres undefined),1.3,0.0,1.0,8.1,-5.2,11.8,11.1,-5.0
Cn1c(=O)n(C)c2cc(NS(=O)(=O)c3ccc4c(c3)CCCC4)ccc21,-0.5,22.1,-2.1,-4.5,-6.9,8.1,45.3,-9.2
CCC(C)(NC(=O)Cc1c[nH]c2ccccc12)C(=O)NC1CCCCC1 (centres undefined),1.0,7.1,4.3,-0.5,-7.5,0.2,4.7,7.3
CC(OC(=O)c1cc2ccccc2cc1O)C(=O)Nc1ccc(S(N)(=O)=O)cc1 (centres undefined),-3.4,-8.5,9.1,3.3,-14.5,1.6,6.7,-1.9
Cc1ccc(S(=O)(=O)CCC(=O)Nc2cccc(Cl)c2)cc1,6.4,13.0,-1.0,7.9,3.2,4.1,-1.4,0.5
CC(=O)c1ccc(Nc2nc(NCCO)nc(OC(C(F)(F)F)C(F)(F)F)n2)cc1,0.8,4.7,-3.6,-13.0,3.2,-5.5,4.8,0.4
O=C(OCCN1CCOCC1)c1ccccc1,0.6,-1.8,-6.9,1.2,1.1,-9.4,-3.5,1.3
COc1ccccc1C1C(C(=O)c2ccc(C)o2)=C(O)C(=O)N1c1cc(C)on1 (centres undefined),-6.0,-3.2,-2.4,-2.2,-2.4,1.6,-8.2,5.3
COC(=O)CCCCC(=O)C1C(=O)CC(C)(C)C(C(=O)OC)C1=O (centres undefined),-3.0,-0.9,2.8,11.7,5.2,4.0,-10.9,4.2
Cc1ccc(NC(=O)CCC2CC(C)(C)OC2=O)cc1 (centres undefined),2.5,9.3,-9.8,0.9,-2.0,-6.7,3.3,9.4
O=C(Nc1ccc(S(=O)(=O)N2CCCC2)cc1)c1ccc(Br)o1,5.7,-25.6,-2.0,-31.8,-4.2,11.0,14.0,-3.5
Cc1cccc2nc(-c3ccco3)c(Nc3ccccc3)n12,13.0,-4.5,-3.8,7.0,0.1,-10.7,4.2,-0.1
CCN1CCN(c2ccc(NC(=O)c3cccc(N4CCCC4=O)c3)cc2)CC1,2.7,-46.9,-5.0,-19.7,0.7,4.4,-1.3,-0.4
Cc1cc(NC(=O)c2ccccc2)nc(C)n1,4.2,6.8,-6.4,23.5,-0.9,-23.6,2.4,-0.7
CCC(C(=O)OCC(=O)N1CCN(S(=O)(=O)c2ccc(C)cc2C)CC1)c1ccccc1 (centres undefined),8.2,6.9,-0.2,11.2,3.3,7.3,-2.0,1.2
O=C(/C=C/c1cccc([N+](=O)[O-])c1)N1CCN(c2ccccc2F)CC1,-8.7,-3.7,-7.8,0.8,-3.0,10.0,0.5,12.9
COc1cc(C(=O)NCC(c2ccco2)N2CCCC2)ccc1OCc1c(C)noc1C (centres undefined),10.9,-2.9,-9.5,26.0,0.9,13.8,2.4,-6.9
Cc1nn(CC(=O)NCCN2CCOCC2)c(C)c1[N+](=O)[O-],-6.0,-5.8,-5.2,16.8,-4.3,-2.7,2.6,0.9
Cc1ccc(-c2ccc(=O)n(CC(=O)NCCC(C)C)n2)cc1,6.3,19.2,-3.3,-3.6,-1.6,-1.8,-0.2,7.0
O=c1cc(CSc2n[nH]c(=O)n2C2CC2)c2ccc(O)cc2o1,5.3,6.7,-1.0,10.9,7.2,-24.0,-0.8,-0.5
COc1ccc(/C=N/NC(=O)c2ccccc2Cl)cc1CSc1nc2ccccc2s1,-4.6,49.3,-1.2,-15.2,1.1,6.1,2.7,8.4
CCCNC(=O)C12CCC(C)(c3nc4cc(C)c(C)cc4nc31)C2(C)C (centres undefined),-3.7,4.9,-5.3,4.1,1.8,-2.3,-1.4,2.4
Cn1cccc1/C=N\NC(=O)C1COc2ccc(C(C)(C)C)cc2O1 (centres undefined),-11.1,-3.2,-2.5,1.0,-10.1,8.2,2.3,2.4
O=C(CCC(=O)NC1CCCCCCC1)Nc1nnc(C(F)(F)F)s1,-12.6,-12.2,-7.8,5.3,1.8,5.2,5.3,0.8
CCOc1ccc(C(C)NC(=O)Nc2ccccc2C(=O)OC)cc1 (centres undefined),17.6,10.3,9.9,3.8,-8.0,-17.3,3.0,8.3
O=C(NC(=S)Nc1ccc(N2CCCC2)cc1)c1ccc(F)cc1,-8.0,2.2,-2.3,-4.2,6.8,3.8,-1.0,-3.6
CN1CCC(=NNC(=O)CN(c2ccc([N+](=O)[O-])cc2)S(=O)(=O)c2ccccc2)CC1,9.0,6.5,-5.5,17.1,-1.2,2.9,19.2,-7.1
COc1ccc(CCNC(=O)COC(=O)c2cnc(C)cn2)cc1OC,-10.9,15.1,-12.6,5.2,-5.5,-7.3,0.6,20.9
Cc1ccc(C)c(S(=O)(=O)N2CCN(C(=O)c3ccc(OCc4c(C)noc4C)cc3)CC2)c1,1.7,18.3,1.7,0.3,13.6,11.6,5.6,-1.4
COC(=O)CN1C(=O)[C@H]2[C@@H](C3CC3)N3C(=O)CN(CCO)C(=O)[C@@]3(Cc3ccccc3)[C@H]2C1=O,4.8,12.3,-0.7,19.7,-3.1,-8.9,-19.7,-2.2
O=C(Nc1ccccc1)C1=C[C@@H](C2CCCCC2)C[C@@H](OCc2ccc(CO)cc2)O1,14.2,-14.1,-2.8,-211.2,-5.4,19.1,26.6,-2.0
Oc1ccccc1/C=N/n1c(-c2ccccc2)n[nH]c1=S,-1.6,2.0,6.7,10.0,1.9,-0.9,5.4,0.5
C=C1C2C[C@H](O)C(C)(C)[C@@]2(O)[C@H](O)C[C@]23C[C@@](C)(O)[C@H](CC[C@H]12)[C@H]3O (some centres undefined),-0.8,2.9,-5.8,7.7,4.9,-5.8,15.5,3.9

# Additional entries:
SMILES,UBC13 inh,Jurkat NFkB inh,HKDC1 inh,697 NFkB inh,SENP8 inh,Apaf-1 inh,Gli-Sufu antag,SENP7 block
O=C(CCC(=O)c1ccc[nH]1)c1ccc(Cl)cc1,0.9,-94.9,-3.8,-65.6,-6.1,4.7,-50.8,6.0
Cc1nc(N2CCCCCC2)c2ccccc2n1,6.4,-0.1,2.0,-26.2,-4.0,-4.1,3.2,-3.6
Cc1ccccc1-n1c(SCC(N)=O)nc2sc(-c3ccccc3)cc2c1=O,-13.2,-14.5,-2.2,-6.8,6.9,25.4,35.8,0.6
CN(Cc1ccccc1)C(=O)Cn1nc(C(F)(F)F)c2c1CCC2,-1.7,5.4,0.1,7.0,6.5,-0.2,-0.4,2.9
O=C(c1ccc2c(c1)OCO2)N1CCC2(CC1)Oc1ccc(Cl)cc1C(=O)C21CC(c2cccnc2)=NO1 (centres undefined),10.5,31.1,4.2,13.0,-6.5,17.0,-6.1,2.4
COc1ccc(-c2nnc(SCC(=O)Nc3ncc(C(F)(F)F)cc3Cl)n2CC(C)C)cc1,-1.0,4.4,9.2,-21.0,2.5,6.2,0.1,3.5
C[C@@]12C(=O)N(c3ccc(Cl)cc3)C(=O)N1[C@@H]1c3ccccc3OC[C@@H]1[C@H]2c1ccccc1,6.6,1.0,3.0,-3.2,6.3,13.2,5.6,-8.5
CC12C(=O)N(c3cccc(OC(=O)c4ccco4)c3)C(=O)C1C1c3ccccc3C2c2ccccc21 (centres undefined),-15.3,-19.6,5.4,15.1,-8.1,12.8,3.9,-9.1
CC(=O)OCC(=O)Nc1ccccc1OC(F)F,-1.5,-13.0,-7.4,-9.0,3.1,-9.3,2.1,2.7
CN=C1CC(C)(C)CC(=O)/C1=C(/O)CCC(=O)NC,5.8,-7.8,-2.1,1.3,-3.6,-12.1,-5.4,5.2
Cc1nc(SCC(=O)NCc2ccco2)c2c(=O)n(C)c(=O)n(CC(C)C)c2n1,15.9,9.6,.,0.9,-2.7,-3.9,.,-2.3
CCOc1ccc(-n2c(SCC(=O)Nc3cc(C)on3)nc3c(c2=O)SCC3)cc1,-5.4,4.4,-3.8,10.9,-4.2,2.7,1.0,-3.2
O=S(=O)(Nc1ccc(O)c2ccccc12)c1ccc(F)cc1,-1.6,13.5,43.0*,16.1,2.8,38.0,9.1,9.2
COc1ccc(N2CCN(c3nc(-c4cccs4)nc4ccccc34)CC2)cc1,5.2,9.5,-1.1,-4.8,3.8,5.3,2.5,-2.1

# Screens (PubChem)
